# BoNT A protease – BoNT/A light chain protease inhibitors, primary screen, biochemical, flow cytometry, MLPCN library. inhibition, % at 10 µM. 0.17% of 360,000 active. multiplex microsphere protease substrate cleavage. Botulinum neurotoxin type A light chain protease (Clostridium botulinum A str. ATCC 3502); further: plate controls were buffer without enzyme for full effect and enzyme alone for no effect
# Y pestis TopoI – Yersinia pestis topoisomerase I inhibitors, primary screen, biochemical, cleavage product accumulation, plate reader, single point. Y. pestis Topo-I cleavage product accumulation. AID 504884, 2011. activity, % at 10 µM. 0.064% of 360,000 active; in the data active means activity above about 50%, passing the limit was not always enough; inconclusive means no clear call, values can overlap the other calls; further: inactives centre near 2
# PfHsp40 rescue – rescue of yeast from PfHsp40 toxicity, primary screen, S. cerevisiae, ATP luminescence. growth rescue, % at 12.5 µM. S. cerevisiae expressing PfHsp40, growth rescue. 0.68% of 340,000 active; in the data active means growth rescue above about 28%, passing the limit was not always enough; inconclusive means no clear call, values can overlap the other calls;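 further: yeast W303a lacking pdr1 and pdr3 grown in galactose medium; growth measured after three days at 30 °C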
# CCHF vOTU inh – CCHFV vOTU protease inhibitors, primary screen, biochemical, Pep-AMC substrate, fluorescence. Crimean-Congo hemorrhagic fever virus L polyprotein viral ovarian tumor (vOTU) protease …. 0.55% of 370,000 active. inhibition, % at 11.5 µM; in the data active means inhibition above about 30%; further: 0% = vehicle wells with enzyme and 100% = no enzyme wells
# FadD28 FP inh – inhibitors of FadD28 bisubstrate probe binding, primary screen, biochemical, fluorescence polarization, single point; Mycobacterium tuberculosis FadD28 fatty-acid-AMP ligase; inhibition, % at 12.5 µM; 0.22% of 360,000 active; AID 588549, 2011; in the data active means inhibition above about 8.5%, passing the limit was not always enough; inconclusive means no clear call, values can overlap the other calls
# TcdB inh – TcdB glycohydrolase inhibitors, primary screen, biochemical, single point, plate reader; 0.24% of 350,000 active; Toxin B (Clostridioides difficile), P18177; TcdB glycohydrolase enzymatic assay; inhibition, % at 9.99 µM; in the data active means inhibition above about 10%
# Target sequence (P18177 whole entry, looked up): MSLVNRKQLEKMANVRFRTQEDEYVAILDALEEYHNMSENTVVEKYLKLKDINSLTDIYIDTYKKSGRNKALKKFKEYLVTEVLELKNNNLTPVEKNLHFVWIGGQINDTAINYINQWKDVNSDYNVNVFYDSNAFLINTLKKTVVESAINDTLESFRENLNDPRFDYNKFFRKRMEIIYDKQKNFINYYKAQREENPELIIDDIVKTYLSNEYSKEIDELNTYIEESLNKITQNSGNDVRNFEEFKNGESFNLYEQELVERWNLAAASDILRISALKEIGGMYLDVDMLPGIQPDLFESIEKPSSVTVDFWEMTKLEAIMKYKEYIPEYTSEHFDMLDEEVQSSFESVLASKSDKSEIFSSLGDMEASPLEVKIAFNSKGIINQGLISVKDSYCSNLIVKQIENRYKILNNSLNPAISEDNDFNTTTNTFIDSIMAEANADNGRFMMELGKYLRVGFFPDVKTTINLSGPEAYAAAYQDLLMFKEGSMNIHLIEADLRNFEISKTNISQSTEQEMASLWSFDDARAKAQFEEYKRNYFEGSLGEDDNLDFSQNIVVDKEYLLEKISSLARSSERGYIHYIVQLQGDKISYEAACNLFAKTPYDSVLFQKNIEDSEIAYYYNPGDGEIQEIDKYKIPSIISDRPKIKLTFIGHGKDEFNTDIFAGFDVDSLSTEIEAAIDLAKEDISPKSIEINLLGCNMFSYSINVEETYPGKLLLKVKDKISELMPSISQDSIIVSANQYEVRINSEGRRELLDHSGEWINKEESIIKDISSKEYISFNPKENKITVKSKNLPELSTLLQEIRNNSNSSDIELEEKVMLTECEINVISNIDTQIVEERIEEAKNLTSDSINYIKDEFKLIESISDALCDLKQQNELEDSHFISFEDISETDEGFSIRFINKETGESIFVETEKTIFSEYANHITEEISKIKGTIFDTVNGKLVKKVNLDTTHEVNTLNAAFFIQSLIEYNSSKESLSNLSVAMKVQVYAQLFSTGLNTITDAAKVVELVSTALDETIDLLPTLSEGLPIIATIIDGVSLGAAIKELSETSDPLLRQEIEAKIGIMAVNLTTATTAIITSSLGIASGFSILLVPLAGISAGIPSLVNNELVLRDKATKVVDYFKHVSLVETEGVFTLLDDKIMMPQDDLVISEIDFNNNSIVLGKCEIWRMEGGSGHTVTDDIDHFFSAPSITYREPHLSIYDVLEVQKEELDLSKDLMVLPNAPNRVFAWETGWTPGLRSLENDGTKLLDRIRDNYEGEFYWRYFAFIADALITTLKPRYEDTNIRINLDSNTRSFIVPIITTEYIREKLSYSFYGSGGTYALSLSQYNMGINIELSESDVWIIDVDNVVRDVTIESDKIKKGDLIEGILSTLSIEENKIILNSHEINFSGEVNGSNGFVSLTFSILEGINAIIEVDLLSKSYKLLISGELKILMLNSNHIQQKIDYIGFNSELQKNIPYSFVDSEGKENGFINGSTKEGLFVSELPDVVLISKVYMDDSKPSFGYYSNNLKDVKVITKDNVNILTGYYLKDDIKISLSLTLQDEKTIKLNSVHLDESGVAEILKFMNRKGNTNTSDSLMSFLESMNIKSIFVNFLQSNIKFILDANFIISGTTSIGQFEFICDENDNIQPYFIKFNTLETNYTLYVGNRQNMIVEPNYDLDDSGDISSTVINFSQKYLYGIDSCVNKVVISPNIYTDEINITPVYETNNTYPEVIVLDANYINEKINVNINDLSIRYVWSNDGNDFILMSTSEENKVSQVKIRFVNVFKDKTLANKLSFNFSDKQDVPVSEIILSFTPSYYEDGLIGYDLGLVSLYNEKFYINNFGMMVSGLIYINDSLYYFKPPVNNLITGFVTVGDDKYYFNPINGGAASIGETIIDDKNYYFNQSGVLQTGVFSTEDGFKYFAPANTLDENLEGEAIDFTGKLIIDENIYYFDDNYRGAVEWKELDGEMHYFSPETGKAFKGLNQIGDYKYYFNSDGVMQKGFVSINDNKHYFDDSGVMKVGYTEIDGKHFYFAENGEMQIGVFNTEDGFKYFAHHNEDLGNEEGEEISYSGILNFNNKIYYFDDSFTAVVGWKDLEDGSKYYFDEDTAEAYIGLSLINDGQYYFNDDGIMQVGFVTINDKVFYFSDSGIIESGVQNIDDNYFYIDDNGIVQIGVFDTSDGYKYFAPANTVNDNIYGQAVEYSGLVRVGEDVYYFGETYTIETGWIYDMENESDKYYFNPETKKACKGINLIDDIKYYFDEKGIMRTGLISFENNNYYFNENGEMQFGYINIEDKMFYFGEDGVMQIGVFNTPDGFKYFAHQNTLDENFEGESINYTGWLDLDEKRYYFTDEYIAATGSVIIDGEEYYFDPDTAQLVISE
# BoNT-F LC inh – BoNT/F light chain protease inhibitors, primary screen, biochemical, flow cytometry, MLPCN library; AID 588497, 2011; Botulinum neurotoxin type F light chain protease (Clostridium botulinum); inhibition, % at 10 µM; Multiplex microsphere protease cleavage assay; 0.22% of 360,000 active; in the data active means inhibition above about 35%, passing the limit was not always enough; inconclusive means no clear call, values can overlap the other calls; further: plate controls were buffer without enzyme for full effect and enzyme alone for no effect
# PrPC surface inh – inhibitors of human cell surface prion protein PrPC, primary screen, cell-based, TR-FRET; Major prion protein (Homo sapiens), P04156; 0.43% of 370,000 active; TR-FRET read-out; inhibition, % at 13.8 µM; AID 720596, 2013; in the data active means inhibition above about 24%; further: 0% = median of the test wells and 100% = reference compound wells
# Anthrax LF prot – Bacillus anthracis LF protease inhibitors, primary screen, biochemical, multiplex microsphere, MLPCN library; multiplex microsphere protease cleavage assay; inhibition, % at 10 µM; 0.12% of 360,000 active; further: plate controls were buffer without enzyme for full effect and enzyme alone for no effect
# Active calls of the source: *; ? = inconclusive; nt = no result given. Unless noted, no stated cut-off is given here; in the data, active means inhibition above about 30%; inconclusive means no clear call, values can overlap the other calls; inactive means below that. This is a random part of the collection; about 2.3% have a hit in one of these screens.
SMILES,BoNT A protease,Y pestis TopoI,PfHsp40 rescue,CCHF vOTU inh,FadD28 FP inh,TcdB inh,BoNT-F LC inh,PrPC surface inh,Anthrax LF prot
CCOC(=O)CCCCC(=O)c1[nH]c(=O)[nH]c1Cn1cnc2ccccc21,4.8,9.3,0.9,-0.2,1.2,-0.6,34.3,-2.8,-6.2
Nc1nonc1-c1nc2ccccc2n1CC(=O)NC1CCCC1,nt,7.9,0.1,5.9,-1.0,nt,nt,0.1,nt
Cc1ccc(N2C(=S)NC3c4ccccc4OC2(C)C3C(=O)N(C)C)cc1 (stereo not given),-0.5,-3.9,-0.3,12.2,-2.4,-0.4,0.0,0.9,-1.8
CCC(=O)c1ccc(OCC(=O)OCC(=O)N2CCN(c3ccc(OC)cc3)CC2)cc1,-2.2,2.1,-1.0,27.3,-0.8,0.7,-6.0,-2.2,-3.1
CN(C(=O)CN1CCN(c2ccccc2F)CC1)C1CCCc2ccccc21 (stereo not given),-1.4,6.0,-0.3,11.6,-1.1,0.8,-4.9,-4.0,-1.4
COC(=O)c1cc(C(=O)Nc2nnc(CC(C)(C)C)s2)cc([N+](=O)[O-])c1,-0.3,0.0,1.9,5.9,2.0,nt,-3.8,-13.2,-0.1
N/C(Cn1nnc(-c2ccccc2)n1)=N\O,?,-7.7,-0.3,-33.1,-0.9,nt,-25.4,-2.7,?
O=C(CSc1nncc2ccccc12)Nc1ccccc1,-0.9,4.0,0.6,7.2,nt,0.1,-25.1,10.3,-0.9
Cc1ccc2[nH]c(C)c(CCNC(=O)C3CCCCC3C(=O)OCC(F)(F)F)c2c1 (stereo not given),-1.2,7.0,-0.5,13.9,-2.1,nt,-4.0,-4.8,-5.6
O=C(CS(=O)c1ccccc1[N+](=O)[O-])Oc1ccc(Br)cc1 (stereo not given),-0.9,10.4,67.6*,-0.9,0.5,-0.3,-5.0,-10.6,-5.0
COc1ccccc1CNC(=O)C1CCC(CNc2c(N3CCC(C)CC3)c(=O)c2=O)CC1 (stereo not given),-0.1,16.1,6.2,31.4*,-3.5,0.2,-1.0,-6.2,2.9
O=C(NC1CC1)C1=C[C@@H](c2c[nH]c3ccccc23)C[C@@H](OCCCCO)O1,-0.1,5.5,-1.0,16.3,-0.2,0.8,0.5,-6.2,1.1
CC(OC(=O)[C@@H]1CCCN1C(=O)c1cccs1)C(=O)Nc1cccc([N+](=O)[O-])c1 (stereo not given in full),-0.5,14.1,1.0,0.5,-2.0,1.9,-1.6,-1.1,-5.4
COc1cccc(CNC(=O)COC(=O)/C(C#N)=C/c2ccc(N(C)C)cc2)c1,-3.1,0.9,-1.4,10.8,0.5,-0.2,4.8,-1.8,-2.1
CSc1ccc(NC(=O)N2CCC(C(=O)c3ccc(F)cc3)CC2)cc1,-1.5,-7.9,?,13.2,-1.1,-0.7,-2.0,14.0,-4.5
C=CCOC(=O)c1c(C)nc2cc3c(cc2c1C)OCO3,0.1,0.1,-1.2,-16.2,-3.3,3.8,0.3,1.7,-0.6
CC(C)C[C@H](NC(=O)c1nc[nH]c1C(=O)NCCCCCN)C(=O)OCc1ccccc1,0.1,-2.9,0.9,14.6,-1.3,0.1,-2.3,10.7,-1.7
Cc1ccccc1N1CC(C(=O)Nc2ccc(S(=O)(=O)N3CCOCC3)cc2)CC1=O (stereo not given),-3.5,-1.7,-1.5,-72.7,-3.9,1.2,16.9,3.8,13.8
COc1cc(Cl)c(S(=O)(=O)n2cnc(C)c2)cc1Cl,?,-1.4,-1.4,-7.5,-0.8,-0.6,-12.4,1.9,3.7
O=C(c1sc2cc([N+](=O)[O-])ccc2c1Cl)N1CCOCC1,0.1,-6.3,-0.5,13.9,-3.2,0.0,-0.1,-47.4,-0.6
CC(=O)Nc1ccc(S(=O)(=O)N2CCc3ccccc3C2CC(=O)O)cc1 (stereo not given),0.7,0.7,-0.5,4.1,-3.3,0.8,0.6,-6.0,2.1
CC(C)C1C(=O)NC(=S)N1S(=O)(=O)c1ccc(C(C)(C)C)cc1 (stereo not given),0.0,6.3,0.3,9.8,-1.3,nt,2.1,5.5,-1.3
O=S(=O)(NC(=NC1CCCC1)C(F)(F)F)c1ccccc1,-0.5,-14.6,0.1,9.1,0.9,nt,-23.9,-3.8,-3.3
O=C(COc1ccc(F)cc1)N1CCCCCCC1,-2.8,2.5,-1.9,5.2,-3.3,-0.5,12.6,-4.4,-1.0
O=C(Cc1ccc(NC(=O)C2CCCN(C(=O)CCc3ccccc3)C2)cc1)Nc1cccc(C(=O)N2CCCC2)c1 (stereo not given),0.0,26.9,0.4,4.4,-3.3,1.0,-5.5,9.4,-4.4

# A draw from above in order of molecular weight, high to low.
SMILES,BoNT A protease,Y pestis TopoI,PfHsp40 rescue,CCHF vOTU inh,FadD28 FP inh,TcdB inh,BoNT-F LC inh,PrPC surface inh,Anthrax LF prot
Cc1ccccc1N1CC(C(=O)Nc2ccc(S(=O)(=O)N3CCOCC3)cc2)CC1=O (stereo not given),-3.5,-1.7,-1.5,-72.7,-3.9,1.2,16.9,3.8,13.8
Cc1ccc2[nH]c(C)c(CCNC(=O)C3CCCCC3C(=O)OCC(F)(F)F)c2c1 (stereo not given),-1.2,7.0,-0.5,13.9,-2.1,nt,-4.0,-4.8,-5.6
O=C(CS(=O)c1ccccc1[N+](=O)[O-])Oc1ccc(Br)cc1 (stereo not given),-0.9,10.4,67.6*,-0.9,0.5,-0.3,-5.0,-10.6,-5.0
Cc1ccc(N2C(=S)NC3c4ccccc4OC2(C)C3C(=O)N(C)C)cc1 (stereo not given),-0.5,-3.9,-0.3,12.2,-2.4,-0.4,0.0,0.9,-1.8
CN(C(=O)CN1CCN(c2ccccc2F)CC1)C1CCCc2ccccc21 (stereo not given),-1.4,6.0,-0.3,11.6,-1.1,0.8,-4.9,-4.0,-1.4
COC(=O)c1cc(C(=O)Nc2nnc(CC(C)(C)C)s2)cc([N+](=O)[O-])c1,-0.3,0.0,1.9,5.9,2.0,nt,-3.8,-13.2,-0.1
CSc1ccc(NC(=O)N2CCC(C(=O)c3ccc(F)cc3)CC2)cc1,-1.5,-7.9,?,13.2,-1.1,-0.7,-2.0,14.0,-4.5
O=C(NC1CC1)C1=C[C@@H](c2c[nH]c3ccccc23)C[C@@H](OCCCCO)O1,-0.1,5.5,-1.0,16.3,-0.2,0.8,0.5,-6.2,1.1
CC(C)C1C(=O)NC(=S)N1S(=O)(=O)c1ccc(C(C)(C)C)cc1 (stereo not given),0.0,6.3,0.3,9.8,-1.3,nt,2.1,5.5,-1.3
COc1cc(Cl)c(S(=O)(=O)n2cnc(C)c2)cc1Cl,?,-1.4,-1.4,-7.5,-0.8,-0.6,-12.4,1.9,3.7
O=S(=O)(NC(=NC1CCCC1)C(F)(F)F)c1ccccc1,-0.5,-14.6,0.1,9.1,0.9,nt,-23.9,-3.8,-3.3

# The results go on.
SMILES,BoNT A protease,Y pestis TopoI,PfHsp40 rescue,CCHF vOTU inh,FadD28 FP inh,TcdB inh,BoNT-F LC inh,PrPC surface inh,Anthrax LF prot
COc1ccccc1/C=C1/C(=O)N(c2ccc([N+](=O)[O-])cc2)N=C1C,-2.4,0.1,0.5,-1.7,1.1,0.6,?,8.8,-19.3
Cc1sc2nc(SCC(=O)N3CCCCC3)[nH]c(=O)c2c1C,-0.6,12.9,11.0,10.4,-1.0,nt,-6.8,3.8,1.7
CCOc1ccc(OCC(O)CNC2CCN(Cc3ccccc3)CC2)cc1 (stereo not given),0.5,6.8,0.3,-11.2,-1.1,nt,-3.6,-21.0,-2.6
COc1cc(C(O)CO)ccc1OS(=O)(=O)O (stereo not given),-0.6,0.8,-1.1,7.4,-0.5,0.5,-3.4,0.2,-3.6
COc1cccc(/C=N/n2c(-c3cc(C)[nH]n3)n[nH]c2=S)c1OC,-3.7,-3.7,-0.5,-2.6,-1.0,3.4,?,0.8,0.5
CCC(C)(C)n1nnnc1C(c1ccc(OC)c(OC)c1)N1CCN(c2cccc(OC)c2)CC1 (stereo not given),1.1,14.1,0.3,1.2,-3.6,nt,9.5,4.5,1.7
CC1(C)CC(=O)C=C(c2ccc(-c3ccccc3)cc2)C1=O,2.2,39.8,nt,10.5,-5.8,0.7,2.5,-2.7,1.8
CCOC(=O)C(Cc1c[nH]c2ccccc12)NC(=O)CNC(C)=O (stereo not given),4.3,-3.2,-0.9,2.8,-3.6,nt,19.0,-7.3,2.1
CN(C)CCCN(C(=O)c1cc2cc([N+](=O)[O-])ccc2s1)c1nc2cc3c(cc2s1)OCCO3,0.2,-24.6,0.6,-8.2,-1.8,-0.1,8.7,-13.4,-5.1
Cc1ccc(S(=O)(=O)N2CCN(C(=O)COC(=O)CNC(=O)c3ccccc3F)CC2)c(C)c1,-1.1,0.9,0.1,0.8,-1.1,0.7,-0.8,4.2,0.5
COc1ccc(C2=C(C=Nc3c(C)n(C)n(-c4ccccc4)c3=O)C(c3ccccc3C)c3ccccc3O2)cc1OC (stereo not given),-0.8,2.1,1.7,10.1,-3.4,nt,-13.0,-4.7,-2.8
Cc1cc(C(=O)OCC(=O)N2C(C)CCCC2C)c2ccccc2n1 (stereo not given),0.4,13.9,-0.3,19.1,-1.3,-0.1,3.8,-6.7,-1.9
COC(=O)c1cccc(C(=O)N2CCC(CO)(Cc3ccccc3Cl)CC2)c1,-0.3,29.4,1.6,-10.3,-4.1,1.2,-9.1,-0.3,-5.6
CC(C)=C(NC(=O)c1ccccc1)C(=O)NCc1ccccc1,0.5,0.5,-1.6,2.8,-0.6,0.8,-0.9,-3.1,-5.2
COc1ccc(NC(=O)CCCC(=O)NCCc2ccc(OC)c(OC)c2)cc1,nt,-4.2,-0.7,-13.4,-1.3,0.9,nt,-0.9,nt
CC(C)CC(NC(=O)C(NC(=O)OC(C)(C)C)C(C)C)C(=O)N1CCCC1C(N)=O (stereo not given),1.1,-5.2,-0.8,-15.5,-3.4,nt,0.6,5.2,-0.3
O=S(=O)(NC1CC1)c1ccc(Cl)cc1,-3.0,-0.9,-0.9,0.1,1.1,0.2,-8.1,1.3,20.3
COc1ccc(C(=O)Nc2ccc3nc(C)sc3c2)cc1S(=O)(=O)N1CCOCC1,-0.4,-1.4,nt,10.8,5.0,-8.1,-1.7,8.8,4.3
COCCCn1c(=O)c2sccc2n2c(CCCC(=O)NCc3ccc(F)cc3)nnc12,1.5,0.4,1.2,-1.2,-1.0,0.3,-1.0,-0.4,-0.6
COc1ccc(/C=C(\C#N)c2c[nH]c3ccccc23)cc1,-4.4,-7.1,508.8*,7.7,-2.4,2.0,-10.7,15.6,-3.6
COc1ccc(OC)c(/C=C/C(=O)N(C)CC(=O)Nc2ccc(C)cc2)c1,0.0,1.2,0.4,-80.5,0.0,nt,-9.3,-8.3,-5.7
O=C(NCc1cc([N+](=O)[O-])ccc1O)c1cccnc1Sc1ccc(Cl)cc1,0.2,-16.5,-0.9,10.2,-2.5,0.2,-2.1,-3.1,-0.7
CCOC(=O)c1cc(NC(=O)C2C3CCC(O3)C2C(=O)O)cc(C(=O)OCC)c1 (stereo not given),-1.3,-0.4,-1.5,-21.7,0.2,1.4,0.5,3.0,1.9
Cc1nnc(SCC(=O)Nc2sc3c(c2C#N)CCCC3)[nH]c1=O,-0.4,-3.3,-0.6,10.0,-3.3,nt,?,4.1,2.6
COc1ccc(C)cc1COC(=O)c1[nH]c(C)c(C(C)=O)c1C,1.2,29.0,-1.2,1.7,-1.1,0.9,6.9,9.3,0.8
COc1ccc(/C=C/C(=O)Oc2cccc(/C=N/NC(=O)COc3c(C)cccc3C)c2)cc1,0.2,2.6,1.2,8.2,-0.5,nt,-1.7,0.8,-0.4
COc1ccccc1NC(=O)Nc1ccc2c(c1)CCC2,-1.9,-4.2,9.8,-10.9,2.1,1.9,2.2,19.4,-2.4

# Assay outcomes (PubChem)
